Source: PubChem BioAssay (National Center for Advancing Translational Sciences (NCATS))
TSHR antag: Antagonists of the Thyroid Stimulating Hormone Receptor: HTS campaign | activity change, negative = inhibition, % at 11.5 µM | hit rate 0.2% among 330,000 | Thyrotropin receptor (Homo sapiens), P16473 | TSHR-expressing cells, TSH-stimulated cAMP HTRF, 2 h; stronger effect = lower value | AID 504810, 2011;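 active = activity change below a set negative limit, meaning inhibition stronger than a set level, cut at about -70% in these data; inconclusive = activity change between two set negative limits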; also: % is scaled to controls: 0 for no effect and ±100 for the full control effect
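Inhibition of cAMP made by TSHR-expressing cells under TSH stimulation (4nM final, EC80; 2 h, 37 deg C) is quantified with a one-step lysis HTRF kit, anti-cAMP cryptate versus cAMP-d2.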
a7 integrin act: qHTS for Activators of Integrin-Mediated Alleviation for Muscular Dystrophy; hit rate 0.064% among 350,000; alpha7betagal myoblasts, beta-gal FDG fluorescence, 48 h; AID 624291, 2012; Potency, µM (doses to about 38.3 µM), inactives show at the top dose activation, most hits filed as activators;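 also: potency is read from the fitted curve at half-maximal effect; 100% = response of the positive control SU9516; nearly all actives have a fitted effect of over 60% in size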
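alpha7betagal+/- myoblasts (passage 13, 250/well) treated 48 h at 37C with compounds at 1:260 dilution of DMSO stock. Lysed, then beta-galactosidase activity read as FDG fluorescence (ex 480/em 540) after 30 min, with pre-read for autofluorescence.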
Mito fusion act: qHTS Assay for Small Molecule Inhibitors of Mitochondrial Division or Activators of Mitochondrial Fusion | S. cerevisiae fusion-defective mutant growth rescue, CellTiterGlo 48 h | Potency, µM (doses to about 46.1 µM), without a hit: at the highest dose growth rescue (activation), actives largely listed as activators | hit rate 0.23% among 320,000;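 also: potency is read from the fitted curve at half-maximal effect; % of control where 0% means no effect; nearly all actives have a fitted effect of over 45% in size; temperature-sensitive fusion mutants such as fzo1-1 at 37 °C on non-fermentable ethanol glycerol medium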
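Read-out: ATP-based luminescence (CellTiterGlo, 10 min ambient) reporting growth of fusion-defective ts yeast after 48 hours at 37C on glycerol/ethanol YPEG medium in the presence of compound.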
Eya2 phos inh: qHTS Assay for Inhibitors of the Phosphatase Activity of Eya2. recombinant Eya2, OMFP fluorescence dephosphorylation (OMFP is methylfluorescein phosphate). hit rate 0.006% among 330,000. Protein phosphatase EYA2 (Homo sapiens), O00167. Potency, µM (titrated, usually from 76.9 µM), for inactives: at the highest dose activity, negative = inhibition, most hits filed as inhibitors; also: potency is read from the fitted curve at half-maximal effect; % is scaled to controls: 0 for no effect and ±100 for the full control effect
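Eya2 (0.2 uM) preincubated 10 min at ambient with compound, then OMFP substrate added at 50 uM; 10 min reaction in 50 mM HEPES pH 7.5, 50 mM NaCl, 5 uM MgCl2, 0.05% BSA, 1 mM DTT. Fluorescence read at Ex 485/Em 525 nm.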
AT treatment: qHTS Assay for Identifying a Potential Treatment of Ataxia-Telangiectasia; […] A-T fibroblasts, KAP-1 phosphorylation AlphaLISA; neocarzinostatin DNA damage 30 min before lysis; Potency, µM (highest dose often 57.5 µM), inactives show at the top dose activation, usual class: activators; hit rate 0.19% among 320,000; AID 485349, 2010; also: potency is read from the fitted curve at half-maximal effect; % of control where 0% means no effect; nearly all actives have a fitted effect of over 45% in size
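ATM-like activity read as KAP-1 phosphorylation via AlphaLISA donor/acceptor antibody pairs after lysis and 6 hr at 25C. Cells were ATM-null patient fibroblasts ([…], hTERT), dosed 60 min, then exposed to the DSB inducer NCS for 30 min.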
Tb PFK inh: qHTS Assay to Find Inhibitors of T. brucei phosphofructokinase; AID 485367, 2010; Potency, µM (highest dose often 57.5 µM), for the others: at the highest dose activity, negative = inhibition, actives largely listed as inhibitors; hit rate 0.17% among 330,000; T. brucei PFK, ADP-Glo luminescence;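 also: potency is read from the fitted curve at half-maximal effect; 0% = uninhibited 1x PFK enzyme wells and -100% = no-enzyme wells; nearly all actives have a fitted effect of over 60% in size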
Target sequence (O15648 whole entry, looked up): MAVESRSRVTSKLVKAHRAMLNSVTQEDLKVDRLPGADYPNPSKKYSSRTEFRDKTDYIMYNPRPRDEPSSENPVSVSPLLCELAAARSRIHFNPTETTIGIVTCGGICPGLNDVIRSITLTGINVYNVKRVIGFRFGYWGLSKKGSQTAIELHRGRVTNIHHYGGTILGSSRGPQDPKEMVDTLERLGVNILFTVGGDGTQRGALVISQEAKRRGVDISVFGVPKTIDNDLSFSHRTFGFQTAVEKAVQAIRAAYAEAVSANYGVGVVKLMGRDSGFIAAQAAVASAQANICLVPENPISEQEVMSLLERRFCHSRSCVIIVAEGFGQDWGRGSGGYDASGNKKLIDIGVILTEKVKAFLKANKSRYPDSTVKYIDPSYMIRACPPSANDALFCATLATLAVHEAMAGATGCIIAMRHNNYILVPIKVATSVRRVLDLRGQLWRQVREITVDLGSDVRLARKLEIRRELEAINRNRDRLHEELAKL
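1.25 nM PFK with 0.5 mM F6P and 0.1 mM ATP in 0.1 M TEA pH 8.0, 5 mM MgCl2, incubated 45 min at room temperature; ADP measured by ADP-Glo luminescence; compounds titrated up to 57 uM.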
BCR signal inh: qHTS Assay to Find Inhibitors of Chronic Active B-Cell Receptor Signaling; ABC-DLBCL IkBa-CBG/CBR reporter, luminescence ratio, 4 h; Potency, µM (doses to about 46.1 µM), for the others: at the highest dose ratio change, negative = lower green/red ratio, usual class: inhibitors; hit rate 0.05% among 340,000; active = well fitted inhibition curve with a large enough effect in the signal ratio, with a control signal flat, not every such curve was filed as active; inconclusive = small, poorly fitted or top-dose-only effect, or effect the other way, or a change in a side signal; the % refers to the signal ratio;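 also: potency is read from the fitted curve at half-maximal effect; plate controls were basal doxycycline-induced cells for no effect and cells given 10 µM MG132 for full effect; MG132 reads +100%, hits lower the ratio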
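Concentration-response series (up to 46 uM) were applied to TMD8 dual-reporter cells for 4 h at 37C with doxycycline. Green/red ratio, after filter-overlap correction, defined %Activity; red signal alone was normalised to basal cells and zero luminescence.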
ELG1 DNA repair: qHTS screen for small molecules that inhibit ELG1-dependent DNA repair in human embryonic kidney (HEK293T) cells expressing luciferase-tagged ELG1. HEK293T ELG1-luciferase reporter, luminescence, 16 h; DNA damage induced by 5-fluorouridine. Potency, µM (series often up to 46.1 µM), for the others: top-dose activity change, negative = inhibition, actives largely listed as inhibitors. hit rate 2.3% among 330,000. AID 504467, 2011; also: potency is read from the fitted curve at half-maximal effect; % is scaled to controls: 0 for no effect and ±100 for the full control effect; nearly all actives have a fitted effect of over 55% in size
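Luminescence from the luciferase reporter, measured 30 min after ONE-Glo reagent at room temperature, was the read-out. Beforehand, 2,000 cells per well were exposed for 16 hr at 37 °C to 5-fluorouridine together with compound or vehicle.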
TSG101-PTAP inh: qHTS Assay for Iinhibitors of HIV-1 Budding by Blocking the Interaction of PTAP/TSG101 | Potency, µM (series often up to 115 µM), inactives show at the highest dose activity change, negative = inhibition, usual class: inhibitors | Fluorescence polarization, FITC-PTAP peptide / Tsg101 binding | Tumor susceptibility gene 101 protein (Homo sapiens), Q99816 | 340,000 tested, under 10 active | AID 493005, 2010; active = well fitted inhibition curve with a large enough effect in the main read-out, with a control signal flat, not every such curve was filed as active; inconclusive = small, poorly fitted or top-dose-only effect, or effect the other way, or a change in a side signal; inactive = no such curve, though single readings can be large or run the other way; also: potency is read from the fitted curve at half-maximal effect; % of control where 0% means no effect
Target sequence (Q99816 whole entry, looked up): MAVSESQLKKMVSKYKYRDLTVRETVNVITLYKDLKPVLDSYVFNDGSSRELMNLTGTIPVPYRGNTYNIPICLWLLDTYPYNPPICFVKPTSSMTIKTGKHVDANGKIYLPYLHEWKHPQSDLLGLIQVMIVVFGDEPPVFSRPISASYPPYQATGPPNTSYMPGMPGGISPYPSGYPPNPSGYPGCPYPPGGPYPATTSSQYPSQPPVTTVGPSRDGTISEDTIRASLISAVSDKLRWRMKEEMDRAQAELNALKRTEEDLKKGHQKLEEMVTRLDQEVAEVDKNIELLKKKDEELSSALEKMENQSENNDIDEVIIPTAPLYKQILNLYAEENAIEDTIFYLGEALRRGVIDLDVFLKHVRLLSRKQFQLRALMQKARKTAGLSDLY
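Compounds were pin-transferred onto Tsg101 binding domain (10 uM final) in HEPES pH 7.5 buffer, then FITC-PTAP peptide was added at 50 nM final. After 20 min at RT, polarization reported peptide displacement across a qHTS concentration series.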
S-ASM inh: Inhibitors of Secretory Acid Sphingomyelinase (S-ASM): qHTS; placental ASM, HMU-PC fluorogenic substrate, 60 min; Potency, µM (top dose mostly 57.5 µM), for inactives: top-dose activity change, negative = inhibition, hits mostly inhibitors; hit rate 0.006% among 340,000; also: potency is read from the fitted curve at half-maximal effect
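Fluorogenic HMU-PC substrate (9 uM final) is turned over by placental ASM in 60 min at 37 C after a 10 min compound preincubation. Reaction ended by alkaline stop (pH 10), with fluorescence read at 386/447 nm.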
TCR act: Activators of T cell receptors: qHTS campaign; primary human leukocytes, anti-CD3, IL-2 HTRF, 48 h; AID 504894, 2011; 330,000 tested, under 10 active; Potency, µM (titrated, usually from 9.22 µM), for inactives: top-dose activation of IL-2 secretion, hits mostly activators; also: % of control where 0% means no effect
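Activity was scored as IL-2 release from primary human leukocytes given only a TCR signal (a-CD3 beads) plus compound for 48 hr. Detection used a two-antibody HTRF format read at 665nm.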
* hit, by the source's call; i = inactive; ? = inconclusive; / = not tested or not shown; [ ] = remark or other dose. Unless noted, calls follow the shape of the dose curve; as a rule, active = well fitted curve in the direction sought with a large enough effect; inconclusive = small, poorly fitted or top-dose-only effect, or another doubt; inactive = no such curve, though single readings can be large; an effect the other way counts as inactive or inconclusive.

SMILES | TSHR antag | a7 integrin act | Mito fusion act | Eya2 phos inh | AT treatment | Tb PFK inh | BCR signal inh | ELG1 DNA repair | TSG101-PTAP inh | S-ASM inh | TCR act
CCOC(=O)NNC1CC(=O)N(c2ccc(OC)cc2)C1=O (stereo not drawn) | -0.7 | -8.1% | -2.6% | -12.2% | 6.9% | 0.5% | -16.4% | -22.7% | -3.8% | -0.3% | 6.4%
O=C(/C=C/c1ccccc1)N1CCN(c2cccc(Cl)n2)CC1 | 28.7 | 9.3% | 4.7% | 3.8% | 1.8% | -8.4% | 1.0% | -14.8% | -4.6% | -8.7% | 0.8%
CC(=O)NS(=O)(=O)c1ccc(NC(=O)NC2CCCCC2)cc1 | 9.2 | 6.3% | -3.5% | -7.2% | 5.2% | -8.5% | 1.3% | 4.3% | -4.5% | 0.9% | -2.8%
CON(C)S(=O)(=O)c1cccc(C(=O)NC2CCSc3ccccc32)c1 (stereo not drawn) | -7.6 | -14.1% | -6.8% | -6.6% | 1.5% | -1.8% | 7.8% | 3.3% | -5.5% | -3.8% | -14.2%
O=C(NCc1nc2ccccc2[nH]1)C1=C[C@H](c2ccc(Br)cc2)C[C@H](OCc2ccc(CO)cc2)O1 | -3.8 | -19.7% | 4.9% | 14.2% | -9.9% | -5.5% | -11.5% | 1.1% | 5.7% | -22.0% | 8.9%
COCC(C)OC(=O)c1c(N)n(CCCN2CCOCC2)c2nc3ccccc3nc12 (stereo not drawn) | -6.0 | -14.4% | -2.5% | 11.1% | 3.8% | 1.8% | 9.0% | ? | -8.2% | i | -10.4%
Cc1cccc(Nc2nc(-c3ccncc3)cs2)c1 | 4.8 | -40.6% | -1.1% | -1.6% | 2.3% | -1.0% | -24.6% | ? | -3.2% | -0.4% | 13.1%
COc1cccc(NS(=O)(=O)CC23CCC(CC2=O)C3(C)C)c1 (stereo not drawn) | -2.2 | 4.3% | 4.4% | -8.4% | -4.6% | -0.4% | ? | -2.3% | -0.1% | 3.5% | -3.0%
O=Cc1cccn1-c1ccc(O)cc1 | -14.3 | -8.1% | ? | -0.7% | -1.7% | 2.5% | ? | 0.9% | -6.3% | 2.3% | -0.4%
COCCOC(=O)C1=C(C)N(Cc2ccccc2)C(=O)NC1c1cccc(OC)c1OC (stereo not drawn) | 1.5 | -11.3% | -1.9% | 4.7% | 0.5% | ? | 1.1% | -7.3% | -3.8% | 1.7% | 7.9%
COc1cc(C(=O)NC(C)c2ccccc2)ccc1OCC(=O)N1CCOCC1 (stereo not drawn) | -1.1 | 11.2% | 0.4% | -8.7% | -10.3% | 2.2% | 0.2% | 2.7% | -1.9% | 2.1% | /
O=C(N/N=C/c1cccnc1)c1ccccc1 | -5.5 | -3.4% | -3.1% | -3.7% | 1.8% | -2.5% | ? | ? | -0.5% | 5.4% | 1.9%
O=C(Nc1ccc(F)cc1)C1CCCN(S(=O)(=O)c2ccc3[nH]c(=O)ccc3c2)C1 (stereo not drawn) | -6.6 | 13.3% | 0.9% | -4.5% | 4.3% | -1.8% | -21.8% | 13.5% | -3.9% | -0.5% | -4.0%
CCOC(=O)c1cnn(C(=O)c2ccccc2)c1N | 9.7 | 9.1% | -1.7% | -9.5% | 7.3% | 0.5% | 4.3% | 1.0% | -1.2% | -2.1% | -12.6%[46.1 µM]
CCN(CC(=O)Nc1c(F)cccc1F)C(=O)c1cccnc1SC | 2.3 | 20.0% | 0.9% | -3.3% | 9.1% | 0.1% | 0.7% | 2.6% | -1.0% | / | 0.3%
O=C(COc1cccc2cccnc12)NNC(=O)Nc1ccccc1 | 3.3 | 3.5% | -4.9% | -6.2% | -7.4% | 2.5% | 2.2% | 11.4% | 0.0% | 0.9% | -4.3%
O=C(NCCCN1CCc2ccccc2C1)C1CCN(c2nnc(-n3cccc3)s2)CC1 | -6.7 | -4.9% | -2.8% | -2.8% | -5.9% | -13.7% | 3.1% | ? | -4.9% | 2.0% | 8.5%[46.1 µM]
COc1cc(OC)c(OC)cc1/C=N/NC(=O)CSc1ccccc1F | -2.3 | 0.4% | -5.7% | 11.4% | -4.9% | -2.3% | ? | -15.7% | -0.7% | -2.1% | -0.1%
CCn1c(SCC(=O)NCCc2ccc(Cl)cc2)nnc1-c1cccs1 | 7.2 | 31.9% | -0.9% | 4.0% | 3.4% | 6.1% | ? | -7.9% | -8.9% | -0.1% | -2.3%
CCN(CC(=O)Nc1ccc2c(c1)OCCO2)C(=O)CC(NC(C)=O)c1ccccc1 (stereo not drawn) | 3.0 | 27.8% | 1.3% | 4.9% | -0.8% | ? | -11.8% | 10.9% | -0.6% | 6.6% | -5.0%
O=C(O)COc1ccccc1/C=N/NC(=O)CSc1nc2ccccc2n1Cc1ccc(Cl)cc1 | 6.5 | 6.7% | 0.4% | -15.6% | 10.6% | 0.0% | 6.5% | -19.2% | -4.0% | 6.3% | -0.8%
CCCN(CCC)CCCNC(=O)C1CCN(S(=O)(=O)c2cccc3nsnc23)CC1 | 9.1 | -2.8% | -3.7% | -3.8% | -3.1% | -1.0% | 2.5% | 15.8% | -4.9% | -4.4% | -0.6%
CC(=O)c1cccc(NC(=O)CN2C(=O)NC(C)(C)C2=O)c1 | -4.6 | 7.6% | / | -23.5% | -4.8% | 2.3% | -1.0% | ? | -5.7% | 1.8% | 12.3%
O=C1CC[C@@H](CN(Cc2ccccn2)Cc2nc(Cc3ccccc3)no2)N1 | -0.1 | 1.3% | -0.9% | ? | 8.9% | -1.7% | -13.9% | 0.2% | -0.2% | 9.2% | 2.7%
CCOC(=O)c1c(NC(=O)CSc2nnnn2-c2ccccc2)sc2c1CC(C)(C)NC2(C)C | 20.0 | -70.3%[inhibitor] | -1.8% | 6.9% | -4.2% | 1.1% | ? | ? | -1.0% | 0.6% | 8.7%
Cc1ccccc1CC1(CO)CCCN(Cc2ccccc2Cl)C1 (stereo not drawn) | -2.0 | 23.0% | -1.3% | -7.1% | 1.0% | 2.2% | ? | -6.1% | 1.0% | 1.0% | /
Cn1c(=O)c2c(ncn2CC(=O)N2CCN(c3ccccc3)CC2)n(C)c1=O | 9.7 | -22.5% | 2.2% | 11.9% | -2.1% | -13.8% | 3.6% | 18.2% | -8.2% | -0.4% | -3.4%
COc1ccccc1N1CCN(S(=O)(=O)/C=C/c2ccccc2)CC1 | -15.9 | -19.5% | ? | 5.7% | 6.2% | -5.7% | 3.7% | 1.5% | -2.7% | -4.8% | 3.0%
CCC(C)N1CCC(Oc2ccc(C(=O)NCc3ccccn3)cc2)CC1 (stereo not drawn) | 13.5 | -7.4% | 6.5% | 3.6% | -20.9% | -3.2% | 6.6% | 3.6% | -5.5% | 3.2% | 1.3%
CC(C)OCCCNC(=O)c1cc(Sc2ccc(F)cc2)nc2ccccc12 | -2.7 | -12.4% | -0.8% | -8.6% | 5.1% | 2.4% | 1.5% | ? | -2.6% | 0.8% | 1.6%[46.1 µM]
Cc1cc(CNC(=O)Cc2ccc(F)cc2)c2ccccc2n1 | 9.3 | -46.8%[inhibitor] | -7.5% | -12.4% | -3.4% | -8.1% | ? | -6.6% | -0.6% | 0.7% | -1.1%

An unsorted share of the library, and some 3.2% of all compounds hit somewhere here.
